# Bioassay records from PubChem.
# NCI-60 one-dose screen, 48 h, at 10 µM unless noted. Numbers give growth in % (100 = growth as untreated, 0 = no growth, -100 = all killed).
# 786-0: 786-0 renal cancer cells; AID 1794775; 81,000 tested, 5.1% active
# NCI-H322M: NCI-H322M lung cancer | 80,000 tested, 2.7% active | AID 1794733
# TK-10: TK-10 renal cancer cells; 81,000 tested, 3.9% active; AID 1794769
# ACHN: ACHN renal cancer; 81,000 tested, 4.9% active; AID 1794771
# NCI-H460: NCI-H460 lung cancer. 82,000 tested, 6.8% active
# NCI-H522: NCI-H522 lung cancer | 78,000 tested, 8% active | AID 1794739
# RXF 393: RXF 393 renal cancer cells; 77,000 tested, 6.9% active
# CAKI-1: CAKI-1 renal cancer | 75,000 tested, 4.7% active
# UO-31: UO-31 renal cancer | 81,000 tested, 5.2% active | AID 1794768
# An asterisk follows results filed as active; nt = no result given; & = joins results of further samples; [ ] = another dose, or the depositor's remark. The calls were made as follows: active = growth percent below 10; inactive = the rest. Compounds were not picked by outcome; about 11% have a hit in one of these screens.
1	COc1ccn(C)c(=O)n1
2	Cc1cc2nc3c4ccccc4n(CCCN(C)C)c3nc2cc1C
3	CCOc1ccc(N=c2ccc3c(-c4c(Cl)ccc(Cl)c4C(=O)O)c4ccc(Nc5ccc(OCC)cc5S(=O)(=O)O)cc4oc-3c2)cc1
4	O=C1CCCN1CCc1cccc2ccccc12
5	CCn1c(-c2ccc3nc(-c4ccc([N+](=O)[O-])cc4)[nH]c3c2)n[nH]c1=S
6	COC(=O)c1ccc(NC(=O)CCl)cc1
7	COc1nccnc1NS(=O)(=O)c1ccc(NC2=C(Cl)C(=O)c3ncccc3C2=O)cc1
8	Cc1ccc(S(=O)(=O)Oc2ccc(C(C)(C)C)cc2)cc1
assay / compound,1,2,3,4,5,6,7,8
CAKI-1,97,3.2*,114,116,89,84,104,87
RXF 393,117,-62*,113,136,130,96,nt,103
786-0,103,3.7*,111,96,106,93,111,92
ACHN,113,4.9*,96,104,94,86,94,101
UO-31,103,2.6*,73,87,78,107,67,85
NCI-H460,110,-26*,98,110,109,47,112,99
NCI-H322M,113,-23*,116,113,97,96,107,104
NCI-H522,110,-59*,119,92,96,nt,79,80
TK-10,100,8.0*,106,92,145,88,100,86

# Three structures out of the list, arranged by molecular weight, rising:
1	COc1ccn(C)c(=O)n1
8	Cc1ccc(S(=O)(=O)Oc2ccc(C(C)(C)C)cc2)cc1
2	Cc1cc2nc3c4ccccc4n(CCCN(C)C)c3nc2cc1C
assay / compound,1,8,2
CAKI-1,97,87,3.2*
RXF 393,117,103,-62*
786-0,103,92,3.7*
ACHN,113,101,4.9*
UO-31,103,85,2.6*
NCI-H460,110,99,-26*
NCI-H322M,113,104,-23*
NCI-H522,110,80,-59*
TK-10,100,86,8.0*

# Further records:
9	C=C(C)[C@@H]1CC[C@]2(C(=O)NS(=O)(=O)c3ccccc3)CC[C@]3(C)[C@H](CC[C@@H]4[C@@]5(C)CC[C@H](OC(=O)NS(=O)(=O)c6ccccc6)C(C)(C)[C@@H]5CC[C@]43C)[C@@H]12
10	Nc1ncnc2c1N=C(c1ccccc1)CC(c1cccc(Nc3ccnc4cc(C(F)(F)F)ccc34)c1)N2 (stereo not drawn)
11	COc1ccc(C2=CCCC2)c(OC)c1
12	N#Cc1c(-c2ccccc2)c(C#N)c2c(C#N)c(N)nn2c1N
13	CCCCOc1nc2c(c(=O)n(C)c(=O)n2C)n1C
14	N#CCCN1CCN(CCC#N)c2ccccc21
15	O=c1[nH]c(-c2cn(-c3ccc(Cl)cc3)nn2)nc2ccccc12
16	FC(F)(F)c1cn(CCN2CCOCC2)c2ncnc(Cl)c12
assay / compound,9,10,11,12,13,14,15,16
CAKI-1,25,58,108,47,85,93,84,nt
RXF 393,-26*,60,109,70,101,113,nt,83
786-0,-44*,65,108,53,100,94,32,113
ACHN,15,90,113,61,101,103,43,65
UO-31,8.0*,52,97,52,88,88,46,-85*
NCI-H460,-54*,84,108,20,108,109,75,84
NCI-H322M,34,101,nt,84,103,116,52,87
NCI-H522,17,64,99,13,124,102,68,20
TK-10,24,94,104,67,96,104,81,113

17	C[C@H]1C[C@H]2[C@@H]3CC[C@](O)(C(=O)CO)[C@@]3(C)C[C@H](O)[C@]2(F)[C@@]2(C)C=CC(=O)C=C12
18	CCSc1nc(-c2cc(OC)ccc2OC)cc(-c2ccc(OC)cc2)c1C#N
19	COc1ccc2c(C3=C(c4cn(C)c5ccccc45)C(=O)NC3=O)coc2c1
20	CCOC(=O)NC(C)c1ccccc1 (stereo not drawn)
21	Clc1cccc(Cl)c1CSc1nc2ccccc2n2cccc12
22	C#Cc1cccc(NC(=O)c2ccccc2NC(=O)C=C)c1
23	N[C@@H](CO)C(=O)O
24	COc1cc2c3c(c1OC)C(=O)CC3CCCC2 (stereo not drawn)
assay / compound,17,18,19,20,21,22,23,24
CAKI-1,92,68,42,88,71,97[8.25 µM],91,82&80
RXF 393,115,62,-10*,99,98,120[8.25 µM],108,104&99
786-0,90,96,45,98,97,90[8.25 µM],95,95&101
ACHN,95,80,37,99,97,105[8.25 µM],107,95&97
UO-31,86,70,38,81,72,86[8.25 µM],83,89&85
NCI-H460,95,96,9.2*,112,105,103[8.25 µM],107,102&106
NCI-H322M,104,95,58,95,72,101[8.25 µM],103,96&99
NCI-H522,83,80,-30*,nt,68,80[8.25 µM],107,94
TK-10,98,124,79,103,103,81[8.25 µM],125,99&98

25	C=C(C)[C@@H]1CC[C@]2(C)[C@H](CC[C@@H]3[C@H]4[C@H]5OC(=O)[C@@]4(CCC5(C)C)CC[C@]32C)[C@@]1(C)CC/C(N)=N/O
26	c1nc2nonc2nc1C1CC1
27	OCc1cnccc1NCCCCOc1ccc(Oc2ccccc2)cc1
28	O=C1OC2CCCC1CC2 (stereo not drawn)
29	COc1ccccc1NC(=O)C1CC(c2ccc(F)cc2)=NO1 (stereo not drawn)
30	CC(=O)c1ccc(N/N=C(/C(=O)c2ccc(Cl)cc2)c2nc(C)cc(=O)[nH]2)cc1
31	CC(=S)N=Cc1c(N)[nH]n(-c2ccccc2)c1=O
32	COc1cc(-c2nn(-c3ccc(C(=O)O)cc3)cc2CNc2ccc(F)cc2)ccc1O
assay / compound,25,26,27,28,29,30,31,32
CAKI-1,67,110,71,nt,95,95,104,nt
RXF 393,98,116,66,109,97,94,117,106
786-0,98,106,57,102,101,103,108,97
ACHN,104,93,80,105,107,91,101,92
UO-31,92,90,50,95,83,76,93,54
NCI-H460,100,102,70,107,99,103,101,nt
NCI-H322M,99,102,95,109,102,100,104,78
NCI-H522,98,89,63,108,93,85,89,63
TK-10,104,106,66,106,105,120,112,101

33	COc1ccc(S(=O)(=O)NCCNc2cc(-c3cn(C(C)(C)C)nc3-c3cccc(F)c3)ccn2)cc1
34	Cn1c(N2CCCCC2)nc(-c2ccccc2)c(C#N)c1=O
35	CC(C)(C)c1ccc(Cn2c(-c3nonc3N)nc3ccccc32)cc1
36	Cc1cc(-c2ccc(Cl)cc2)n(Cc2nnc(SCC(=O)Nc3ccc(S(N)(=O)=O)cc3)o2)n1
37	CC1=NN(c2cccc(Cl)c2)C(=O)/C1=C\c1cn(Cc2ccccc2)c2ccc(Br)cc12
38	CC(=O)N/N=C1/CC[C@@]2(C)C(=CC[C@H]3C4CCC(C(C)CCCC(C)C)[C@@]4(C)CCC32)C1(C)C (stereo partly drawn)
39	CCOC(=O)c1c(C(=O)c2cn(C)c3ccccc23)c(-c2cn(C)c3ccccc23)n(NC(=O)OC(C)(C)C)c1C
40	Cc1cc(O)ccc1C1=NN(c2ccc(S(C)(=O)=O)cc2)C(=O)CC1
assay / compound,33,34,35,36,37,38,39,40
CAKI-1,84,96,62,78,95,93,47[100 µM],25
RXF 393,92,93,78,78,102,109,76[100 µM],81
786-0,85,117,80,110,105,96,64[100 µM],84
ACHN,105,88,77,86,82,102,71[100 µM],80
UO-31,61,70,51,61,94,84,48[100 µM],49
NCI-H460,98,118,86,78,97,95,58[100 µM],73
NCI-H322M,91,99,83,93,95,97,75[100 µM],nt
NCI-H522,83,85,49,89,85,92,75[100 µM],2.4*
TK-10,103,105,82,104,101,108,88[100 µM],105

41	NCc1cn2cc(Cl)sc2n1
42	CCOc1ccc(C(C)=O)cc1NC(=O)c1cc(C(=O)O)cc(-c2ccoc2)c1
43	CCOC(=O)C1=C(C)OC(=O)CC1C (stereo not drawn)
44	COc1ccc(C(=O)CBr)c2ccccc12
45	COc1ccc(-c2nc3cc(C(=O)Nc4ccccc4)ccc3n2C2CCCCC2)cc1
46	CC1(c2ccccc2F)NC(=O)NC1=O (stereo not drawn)
47	N#Cc1ccccc1C#Cc1ccccc1C#Cc1ccc(OCCCCCCOc2ccc(C#Cc3ccccc3C#Cc3ccccc3C#N)cc2)cc1
48	CC(C)=C[C@@H]1C[C@H](O)Cc2ccccc2N1
assay / compound,41,42,43,44,45,46,47,48
CAKI-1,102,94,85,103,109,111,116,98
RXF 393,99,108,108,109,110,115,98,113
786-0,106,106,98,100,107,94,98,104
ACHN,102,104,107,105,105,nt,109,99
UO-31,89,77,98,85,86,97,nt,93
NCI-H460,103,103,103,110,110,105,116,108
NCI-H322M,90,93,106,89,97,nt,105,109
NCI-H522,96,98,108,nt,61,nt,nt,97
TK-10,92,85,92,99,120,122,147,95

49	Cc1ccc(S(=O)(=O)NCCCC2=C(Br)c3ccccc3C2c2ccccc2)cc1 (stereo not drawn)
50	O=C1Nc2ccccc2/C1=N/N=C/c1ccco1
51	Oc1c(I)cc(I)cc1CNCCCN(Cc1ccccn1)Cc1ccccn1
52	O=C1/C(=C/c2ccc(OCc3cccc(F)c3)cc2)Oc2cc(O)ccc21
53	O=S(=O)(c1cccc(C(F)(F)F)c1)N(CCCCN(S(=O)(=O)c1cccc(C(F)(F)F)c1)S(=O)(=O)c1cccc(C(F)(F)F)c1)S(=O)(=O)c1cccc(C(F)(F)F)c1
54	COc1ccc(Cc2nnc(NC(=O)C(N)Cc3ccccc3)s2)cc1 (stereo not drawn)
55	CC12CCC(C(=O)N(c3nccs3)C1=O)C2(C)C (stereo not drawn)
56	CCc1c(C)c2cc3[nH]c(=S)oc3c(C)c2oc1=O
assay / compound,49,50,51,52,53,54,55,56
CAKI-1,72,90,-96*,70,96,nt,103&110,nt
RXF 393,100,103,-87*,108,103,116,108&97,97
786-0,101,99,-95*,81,106,99,97&96,99
ACHN,97,96,-100*,67,99,95,99&106,nt
UO-31,75,60,-100*,83,88,97,80&92,72
NCI-H460,102,106,-57*,86,100,112,105&123,106
NCI-H322M,102,102,-75*,86,117,105,95&108,85
NCI-H522,82,62,-56*,56,98,81,88&99,54
TK-10,100,119,-78*,89,105,nt,111&108,89

57	CCOC(=O)c1c(C)nc2c(c1N)/C(=C/c1ccc(OC)cc1)C(=O)N2Cc1ccc(F)cc1
58	CCCCCCCc1nc(C#N)c(NCc2ccc(C)cc2)o1
59	CS(=O)(=O)Nc1ccc(Cn2c(=O)[nH]c(=S)[nH]c2=O)cc1
60	CCOC(=O)n1cc(-c2nonc2-c2cn(C)c3ccc(Br)cc23)c2cc(F)ccc21
61	Cc1nc(Cl)nc(Cl)c1[N+](=O)[O-]
62	COc1ccc2nc(Cl)c3sc4ccc(F)cc4c(=O)c3c2c1
63	O=C1c2ccccc2-c2ccc(-c3ccc4c5c(cccc35)C(=O)c3ccccc3-4)c3cccc1c23
64	Cc1ccc(-c2cc(-c3cccnc3)[nH]c(=O)c2C#N)cc1
assay / compound,57,58,59,60,61,62,63,64
CAKI-1,nt,nt,102,56,88,85,93,87
RXF 393,-79*,94,116,96,97,84,114,105
786-0,-51*,98,101,92,112,109,102,101
ACHN,nt,102,100,69,108,97,97,103
UO-31,-38*,86,95,65,89,70,77,84
NCI-H460,2.9*,112,107,85,106,93,103,107
NCI-H322M,9.9*,100,103,71,108,90,98,103
NCI-H522,-70*,90,104,72,nt,104,97,94
TK-10,-71*,85,102,84,114,162,123,116

65	Cc1ccc(NCc2oc(=O)c(CNc3ccc(C)cc3)c(O)c2CO)cc1
66	NC(=O)c1ccc(-c2cccc3c(=O)nc(N4CCOCC4)oc23)cc1
67	COc1ccc(-c2cc(-c3cccnc3)nc3sc(C#N)c(N)c23)cc1OC
68	CN(C)CCN1C(=O)c2cccc3cc(N)cc(c23)C1=O
69	Clc1ccc(SCNc2ccccc2Cl)cc1
assay / compound,65,66,67,68,69
CAKI-1,75,nt,71,3.0*,nt
RXF 393,96,104,91,18,83
786-0,94,100,nt,26,91
ACHN,100,100,78,-30*,104
UO-31,92,89,56,-27*,87
NCI-H460,99,105,86,0.6*,111
NCI-H322M,92,93,93,29,116
NCI-H522,86,90,88,-28*,83
TK-10,97,nt,110,33,116

# An excerpt from above in order of heavy-atom count, low to high:
61	Cc1nc(Cl)nc(Cl)c1[N+](=O)[O-]
69	Clc1ccc(SCNc2ccccc2Cl)cc1
55	CC12CCC(C(=O)N(c3nccs3)C1=O)C2(C)C (stereo not drawn)
56	CCc1c(C)c2cc3[nH]c(=S)oc3c(C)c2oc1=O
68	CN(C)CCN1C(=O)c2cccc3cc(N)cc(c23)C1=O
64	Cc1ccc(-c2cc(-c3cccnc3)[nH]c(=O)c2C#N)cc1
58	CCCCCCCc1nc(C#N)c(NCc2ccc(C)cc2)o1
66	NC(=O)c1ccc(-c2cccc3c(=O)nc(N4CCOCC4)oc23)cc1
52	O=C1/C(=C/c2ccc(OCc3cccc(F)c3)cc2)Oc2cc(O)ccc21
67	COc1ccc(-c2cc(-c3cccnc3)nc3sc(C#N)c(N)c23)cc1OC
assay / compound,61,69,55,56,68,64,58,66,52,67
CAKI-1,88,nt,103&110,nt,3.0*,87,nt,nt,70,71
RXF 393,97,83,108&97,97,18,105,94,104,108,91
786-0,112,91,97&96,99,26,101,98,100,81,nt
ACHN,108,104,99&106,nt,-30*,103,102,100,67,78
UO-31,89,87,80&92,72,-27*,84,86,89,83,56
NCI-H460,106,111,105&123,106,0.6*,107,112,105,86,86
NCI-H322M,108,116,95&108,85,29,103,100,93,86,93
NCI-H522,nt,83,88&99,54,-28*,94,90,90,56,88
TK-10,114,116,111&108,89,33,116,85,nt,89,110

60	CCOC(=O)n1cc(-c2nonc2-c2cn(C)c3ccc(Br)cc23)c2cc(F)ccc21
57	CCOC(=O)c1c(C)nc2c(c1N)/C(=C/c1ccc(OC)cc1)C(=O)N2Cc1ccc(F)cc1
63	O=C1c2ccccc2-c2ccc(-c3ccc4c5c(cccc35)C(=O)c3ccccc3-4)c3cccc1c23
53	O=S(=O)(c1cccc(C(F)(F)F)c1)N(CCCCN(S(=O)(=O)c1cccc(C(F)(F)F)c1)S(=O)(=O)c1cccc(C(F)(F)F)c1)S(=O)(=O)c1cccc(C(F)(F)F)c1
assay / compound,60,57,63,53
CAKI-1,56,nt,93,96
RXF 393,96,-79*,114,103
786-0,92,-51*,102,106
ACHN,69,nt,97,99
UO-31,65,-38*,77,88
NCI-H460,85,2.9*,103,100
NCI-H322M,71,9.9*,98,117
NCI-H522,72,-70*,97,98
TK-10,84,-71*,123,105
